APJ agonist: APJ receptor agonism; AID 2520; activation, % at 20 µM; CHO-K1 APJ PathHunter beta-arrestin, luminescence; 0% DMSO wells, 100% apelin; hit rate 0.11% among 330,000;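 active means activation more than six SD over the plate average, tested at 20 µM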;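 further: 0% = DMSO alone and 100% = apelin-13 at 10 nM; some results filed as inactive read as strong as hits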
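system = engineered CHO-K1 APJ arrestin reporter cells | input = 1000 cells per well | timing = overnight seeding, 90 min compound at 25 °C, 1 h detection | measured by = enzyme-fragment complementation luminescence | read-out = beta-arrestin recruitment to APJ as agonist activity, luminescent signal | control set = negative DMSO alone, positive Apelin-13 at 10 nM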
Mdm2 MdmX PPI: disrupts the human Mdm2-MdmX interaction. O15151+Q00987. SaOS-2 split-luciferase Mdm2/MdmX complementation, luminescence. inhibition, % at 8 µM. hit rate 3% among 330,000;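 active means inhibition of at least 50% at 8 µM in the primary screen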
APJ antagonist: blocks the human apelin receptor APJ; CHO-K1 APJ beta-arrestin complementation, luminescence; inhibition, % at 20 µM; hit rate 0.32% among 330,000; AID 2521;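 active means inhibition above about 40% at 20 µM, limit read from the data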;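 further: cells challenged with 10 nM apelin-13 agonist together with compound; plate controls were apelin-13 plus DMSO wells for no effect and DMSO wells lacking apelin-13 for full effect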
EBI2 antag: EBI2 (human) antagonism; P32249; inhibition, % at 5 µM; EBI2 beta-arrestin recruitment, luminescence, 7a,25-OHC stimulated; hit rate 0.81% among 360,000; AID 651636; in the data active means inhibition above about 38%;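 further: enzyme fragment complementation signal reports receptor beta-arrestin coupling in cells; 0% = agonist plus DMSO wells and 100% = wells without agonist; some results beyond the cut were filed as inactive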
Target sequence (P32249 whole entry, looked up, the tested form may be a part): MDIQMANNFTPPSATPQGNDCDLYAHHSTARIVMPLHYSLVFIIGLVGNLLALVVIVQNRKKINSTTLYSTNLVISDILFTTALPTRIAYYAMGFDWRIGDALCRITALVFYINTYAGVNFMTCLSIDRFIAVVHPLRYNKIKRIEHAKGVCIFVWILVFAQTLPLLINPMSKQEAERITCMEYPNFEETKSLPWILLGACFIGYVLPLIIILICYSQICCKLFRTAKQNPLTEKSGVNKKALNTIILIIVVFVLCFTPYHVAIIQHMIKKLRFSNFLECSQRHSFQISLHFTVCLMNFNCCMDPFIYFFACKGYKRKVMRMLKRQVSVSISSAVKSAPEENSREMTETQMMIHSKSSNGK
UPR CHOP act: activators of apoptotic arm of unfolded protein response (CHOP); hit rate 0.34% among 330,000; AID 449763; activation, % at 10 µM; CHO-CHOP luciferase reporter, UPR activation, luminescence; percent of tunicamycin response over DMSO baseline;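 active means at 10 µM dose, activation of 40% or more, normalized to positive control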;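 further: 100% = tunicamycin at 10 µg/mL and 0% = DMSO alone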
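System: CHO-CHOP luciferase reporter cell line | Buffer or medium: F12 medium containing 10% fetal bovine serum | Doses: One dose, 10 µM in 0.5% DMSO | Times: 6 h compound exposure at 37 °C after overnight seeding | Signal: Luciferase luminescence | Read-out: % activation vs tunicamycin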
CCR6 antag: blocks CCL20-driven beta-arrestin recruitment at human CCR6 | P51684 | inhibition, % at 20 µM | hit rate 0.49% among 340,000 | CHO-K1 CCR6 PathHunter beta-arrestin, luminescence, CCL20-stimulated | AID 493098;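 active means compounds whose inhibition of the agonist-driven luminescence signal at 20 µM reaches about 50%, limit read from the data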;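 further: cells stimulated with CCL20 at 14 nM final; plate controls were DMSO with CCL20 for no effect and DMSO without agonist for full effect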
Target sequence (P51684 whole entry, looked up): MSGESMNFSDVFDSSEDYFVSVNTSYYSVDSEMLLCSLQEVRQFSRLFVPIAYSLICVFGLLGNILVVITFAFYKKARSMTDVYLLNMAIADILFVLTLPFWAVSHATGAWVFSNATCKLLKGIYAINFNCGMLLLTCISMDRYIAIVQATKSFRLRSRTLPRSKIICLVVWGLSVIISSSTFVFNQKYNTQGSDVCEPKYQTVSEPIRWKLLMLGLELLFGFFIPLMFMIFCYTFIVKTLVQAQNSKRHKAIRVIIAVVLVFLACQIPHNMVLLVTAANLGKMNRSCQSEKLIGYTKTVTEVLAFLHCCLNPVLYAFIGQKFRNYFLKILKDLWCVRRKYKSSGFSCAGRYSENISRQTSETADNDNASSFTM
CXCR6 inh: inhibitors of human CXCR6 receptor; CHO-K1 PathHunter CXCR6 beta-arrestin, luminescence; O00574; hit rate 0.36% among 360,000; inhibition, % at 20 µM; in the data active means inhibition above about 34%, passing the limit was not always enough;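 further: antagonist mode with CXCL16 agonist at 10 nM final; 0% = 10 nM CXCL16 with DMSO and 100% = unstimulated wells without agonist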
Target sequence (O00574 whole entry, looked up): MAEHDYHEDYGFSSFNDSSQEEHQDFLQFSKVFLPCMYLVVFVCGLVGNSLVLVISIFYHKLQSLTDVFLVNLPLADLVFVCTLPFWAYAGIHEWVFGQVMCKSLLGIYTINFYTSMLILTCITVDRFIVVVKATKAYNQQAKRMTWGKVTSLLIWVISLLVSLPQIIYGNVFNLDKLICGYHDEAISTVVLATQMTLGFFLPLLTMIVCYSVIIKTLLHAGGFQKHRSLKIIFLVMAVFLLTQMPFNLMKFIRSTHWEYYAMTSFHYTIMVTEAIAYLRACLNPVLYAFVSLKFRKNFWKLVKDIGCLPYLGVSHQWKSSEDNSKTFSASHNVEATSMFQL
tim23-1 inh: inhibits growth of tim23-1 mutant yeast; inhibition, % at 20 µM; hit rate 1.3% among 330,000; S. cerevisiae tim23-1 growth, BacTiter-Glo luminescence, 24 h;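 active means growth inhibition of the mutant yeast at or above 50%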;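 further: temperature-sensitive mutant grown at 25 °C; plate controls were DMSO-treated mutant yeast for no effect and medium wells lacking yeast for full effect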
UPR XBP1 act: adaptive UPR (XBP1) activation | CHO-XBP1 luciferase reporter, IRE1-XBP1 UPR activation, luminescence; percent of tunicamycin response, DMSO as zero | activation, % at 20 µM | hit rate 0.33% among 330,000;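 active means versus positive control, 20 µM dose yields 30% or more activation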;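 further: 100% = tunicamycin at 10 µg/mL and 0% = DMSO only wells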
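incubation = overnight seeding at 37 °C, 6 h compound treatment at 37 °C | assay system = CHO-XBP1 cells stably carrying IRE1-XBP1-driven luciferase reporter | input = 1000 cells per well | detection = luciferase luminescence | dosing = single point, 20 µM final compound, 1% DMSO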
Starred values were filed as active, the others as inactive; x = no result given. Not all compounds are listed (hit frequency here may not be typical).

SMILES	APJ agonist	Mdm2 MdmX PPI	APJ antagonist	EBI2 antag	UPR CHOP act	CCR6 antag	CXCR6 inh	tim23-1 inh	UPR XBP1 act
COC(=O)c1cccc(NC(=O)CCCN2C(=O)NC3(CCCC3)C2=O)c1	-1	8	25	5	-1.9	1	10	5	-1
O=[N+]([O-])c1ccc(-n2cccn2)c(-c2nn[nH]n2)c1	0	14	-5	-6	0.8	0	-1	-4	-2
COc1cccc(CNC(=O)COC(=O)C2CC3CCCC(C2)C3=O)c1 (stereo unspecified)	-1	0	4	-4	1.2	6	2	14	-2
CCCn1nc2cc(C(=O)NCc3ccc(C)cc3)ccc2c1OCC	0	-4	30	31	1.5	-1	3	41	2
COc1ccc(/C=N/NC(=O)c2ccn[nH]2)cc1Cn1cc([N+](=O)[O-])cn1	1	-4	-4	-14	4.8	-2	-8	2	1
CC(C)OP(=O)(Nc1cccc2ccccc12)OC(C)C	-2	-27	16	-6	-0.2	9	2	14	0
Cc1cc(C)cc(-n2ncc3c2CCCC3NC(=O)c2ccccc2N2CCOCC2)c1 (stereo unspecified)	-6	32	29	9	0.2	33	25	31	1
Cc1ccc(CCN2CC(C(=O)NCc3cccnc3)CC2=O)cc1 (stereo unspecified)	-3	-3	1	0	3.0	-2	4	-15	-2
CN(C)NC(=O)C(NC(=O)c1ccccc1)C12CC3CC(CC(C3)C1)C2 (stereo unspecified)	-6	41	-4	-12	-2.8	0	-1	22	2
CC(C)(C)c1ccc(/C=N/NC(=O)Cc2c[nH]c3ccccc23)cc1	-4	55*	-3	-4	1.7	-25	-6	31	6
O=C(CCC1CCCN(Cc2cccc(Cl)c2)C1)NCc1ccccc1F (stereo unspecified)	-1	37	-7	11	-1.2	19	8	-1	-3
CCc1ccc(N(C(=O)CCC(=O)Nc2cc(C)on2)C(C(=O)NC2CCCC2)c2ccco2)cc1 (stereo unspecified)	0	7	-10	4	-0.2	18	9	15	-3
CCOC(=O)c1cnc(SCC(=O)Nc2nc(C)c(C)s2)nc1N	-4	11	-1	7	-2.1	8	-2	21	0
COc1ccc(Nc2nc(N3CCN(S(=O)(=O)N(C)C)CC3)nc3ccccc23)cc1	-2	21	7	6	1.7	2	12	34	-1
Cn1c(=O)c2c(nc(Cl)n2CC(=O)N2CCCCC2)n(C)c1=O	3	6	-13	3	-1.5	1	-1	10	1
O=C(Nc1c(Cl)ccc2nsnc12)c1ccc([N+](=O)[O-])o1	1	39	-95	-5	3.9	11	-1	41	0
CCc1cc(=O)oc2cc(OC3CCCCC3=O)ccc12 (stereo unspecified)	-3	18	7	-2	-1.5	-7	3	35	-2
CC(=O)c1ccc(OCC(C)C)c(CN2CCCCC2)c1	0	25	9	1	-1.0	26	3	-8	-4
CC(C)(C)NC(=O)CN(C(=O)c1ccc(Cl)nc1)c1cccc2ccccc12	-4	-5	8	-5	-0.7	0	2	16	-2
O=C(NCc1ccc2c(c1)OCO2)C1CC(=O)N(C2CCCCCCC2)C1 (stereo unspecified)	-2	32	13	6	-0.6	11	3	16	-3
Cc1ccc(C)c(OCc2cc(C(=O)NC3CCN(Cc4ccccc4)CC3)no2)c1	2	53*	16	24	0.1	22	4	-9	-4
O=C(NNC(=O)C1CC=CCC1C(=O)O)c1ccc(Cl)cc1 (stereo unspecified)	-2	-7	6	13	-0.6	3	4	3	-1
CC1CCCC(C)N1C(=O)CN1C(=O)c2ccccc2S1(=O)=O (stereo unspecified)	-5	-30	-13	3	-2.4	10	3	2	-2
CCOC(=O)Nc1sc2c(c1C#N)CCC(C)C2 (stereo unspecified)	3	-69	-10	-4	2.7	17	-3	28	8
Cc1ccc(S(=O)(=O)N2CCCC2)cc1C(=O)Nc1ccc(-n2cnnn2)cc1	2	5	9	-11	-0.6	5	-2	2	-5
CCCCOc1ncnc2c1[nH]c1ccc(OC)cc12	-4	-113	-9	x	2.2	-8	x	8	4
COc1ccccc1CN(C)C(=O)CN1C(=O)c2ccccc2C1=O	3	-15	11	-3	-0.8	12	-10	19	-5
Cc1ccc2nc3sc(C(=O)Nc4c(C)[nH]c(=O)[nH]c4=O)c(N)c3cc2c1	-2	3	-6	3	-0.6	-11	-4	12	-3
CC(=O)c1sc2nc(-c3cccs3)ccc2c1N	0	-7	-9	8	3.8	6	-6	25	1
COc1ccc([N+](=O)[O-])cc1NC(=O)c1cncc(Br)c1	0	6	4	-3	-2.1	-10	5	17	0
COc1cc(S(=O)(=O)N2CCOCC2)cc(C(=O)c2nccn2C)c1OC	0	5	8	-4	0.2	0	1	13	0
Cc1ccc(N2CC(C(=O)N3CCc4ccccc43)CC2=O)cc1 (stereo unspecified)	-5	25	-2	4	0.3	2	-12	10	-1
CCOC(=O)c1sc(NC(=O)CN2C(=O)NC3(CCC(C)CC3)C2=O)c(C(=O)OCC)c1C (stereo unspecified)	-4	29	14	6	12	0	5	-10	31*
COC(=O)Nc1nnc(SCc2ccc(C)cc2)s1	-5	-3	-2	-4	-0.8	7	-6	-1	1
CCCn1c(=O)c2c(c3ccccc31)OCC(=O)N2	-1	-11	-2	-12	-1.6	-9	2	14	2
Cc1ccc(-c2nn(CCC(=O)NCC3CCCO3)c(=O)c3ccccc23)cc1 (stereo unspecified)	-4	8	-17	2	0.8	1	-2	8	-1
Cn1cnnc1SC(C(=O)Nc1cccc(C(F)(F)F)c1)c1ccccc1 (stereo unspecified)	0	15	-29	1	-1.7	-7	-3	10	-1
O=C(COc1ccc2c3c(c(=O)oc2c1)CCCC3)NCCN1CCOCC1	-3	-10	22	-6	-1.1	-1	4	-3	-2
O=C(O)CC1S/C(=N/N=C/c2ccc(-c3ccccc3[N+](=O)[O-])o2)NC1=O (stereo unspecified)	3	5	-20	-10	-0.2	11	0	9	-1
COc1ccc(N2CC(C(=O)NCc3ccccc3)CC2=O)cc1 (stereo unspecified)	-4	-2	4	-13	-1.8	-11	-3	4	2
O=C(Nc1ccc(-c2ccco2)cc1)C1CCCN(Cc2ccc(CO)o2)C1 (stereo unspecified)	-4	8	-10	-2	-0.7	3	6	6	-4
Cc1ccc(S(=O)(=O)N2CCCC2C(=O)Nn2cnnc2)cc1 (stereo unspecified)	1	-15	12	-7	-0.3	-7	2	16	0
Cc1cc(C)cc(NC(=S)N(CCN2CCCCC2)Cc2ccco2)c1	-3	5	-1	-2	-1.1	18	8	22	-2
O=C(Cc1csc(-c2ccccc2)n1)NCc1ccco1	-3	18	-20	-12	2.6	-2	0	11	4
COc1ccc(/C=C/C(=O)NC(=S)Nc2ccc(S(=O)(=O)Nc3nccnc3OC)cc2)cc1	1	-2	13	-3	1.9	14	9	16	2

The last 2 records of the section above are carried over, then new ones follow:
SMILES	APJ agonist	Mdm2 MdmX PPI	APJ antagonist	EBI2 antag	UPR CHOP act	CCR6 antag	CXCR6 inh	tim23-1 inh	UPR XBP1 act
O=C(Cc1csc(-c2ccccc2)n1)NCc1ccco1	-3	18	-20	-12	2.6	-2	0	11	4
COc1ccc(/C=C/C(=O)NC(=S)Nc2ccc(S(=O)(=O)Nc3nccnc3OC)cc2)cc1	1	-2	13	-3	1.9	14	9	16	2
COCc1nnc(NS(=O)(=O)c2ccccc2)s1	-6	-6	4	-2	0.3	9	-3	0	0
C=CCn1c(N)cc(=O)nc1SCC(=O)Nc1ccccc1C(N)=O	-3	-18	-9	-3	-0.6	3	8	7	-1
COc1ccccc1C(=O)Nc1ccc(S(=O)(=O)N2CCCCC2c2cccnc2)cc1 (stereo unspecified)	1	10	9	11	-1.1	0	-2	38	-1
CN(Cc1nccn1C)C(=O)CC1C(=O)NCCN1CC(c1ccccc1)c1ccccc1 (stereo unspecified)	-4	2	-1	8	-1.7	12	2	15	0
CCOc1nc(Nc2ccccc2F)nc(OCC)n1	-1	1	1	-7	1.5	5	-3	14	-1
S=c1[nH]nc(-c2ccccn2)n1/N=C/c1cccs1	-1	5	-10	-14	0.8	5	8	3	1
O=C(O/N=C1\CCCc2ccccc21)c1cccs1	-2	15	11	-1	5.6	14	-7	25	2
COc1ccc(CN2CCN(C(=O)c3cc(-c4cccnc4)nc4ccc(Cl)cc34)CC2)c(OC)c1OC	1	51*	-21	-27	0.7	-6	-2	15	3
O=C(Cn1c(=O)oc2cccnc21)Nc1ccccc1Oc1ccc(Cl)cc1Cl	4	-30	-4	x	3.1	-3	x	18	3
c1ccc(-c2csc3ncn4cnnc4c23)cc1	-3	16	-7	4	0.6	9	-1	1	0
COc1ccc(/C=N/N2CCN(c3ccccc3OC)CC2)cc1Br	-3	4	15	2	4.7	4	5	20	1
CCSC1=C(C#N)C(=O)n2c1cc1c2CCCC1	-2	9	7	-12	-0.4	45	28	58*	-2
c1ccc(Sc2ncccn2)nc1	0	2	-2	0	0.7	7	-3	8	-2
CN1CCN(S(=O)(=O)c2cccc(C(=O)Nc3nccs3)c2)CC1	-4	-34	-3	-2	-1.0	9	-1	8	-3
CC(=O)Nc1ccc(S(=O)(=O)Nc2ccccc2C(=O)N2CCCC2)cc1	-4	10	-5	-1	1.3	-14	-4	9	-5
CN(Cc1ccccc1)C(=O)c1cccc(NC(=O)c2ccco2)c1	-3	8	3	-4	1.1	3	3	13	-2
O=C(Cc1ccccc1)N1CCC(c2nc3ccccc3[nH]2)CC1	-2	-18	-11	7	-1.0	0	40*	4	4
Cc1ccc(NC(=O)c2ccccc2OCC(=O)Nc2ccccc2F)cc1S(=O)(=O)N(C)C	2	35	-7	1	10	12	6	3	6
COc1ccc(C=O)cc1COc1ccc(Cl)cc1[N+](=O)[O-]	-7	25	6	-3	-0.4	1	1	15	0
Cc1ccc(C)c(OCC(=O)Nc2ccc3c(c2)OCO3)c1C	-1	28	-5	-3	5.5	14	-3	35	2
C/C(=N\NC(=O)C1CC1)c1ccc(OC(F)F)cc1	0	12	6	-7	4.1	-7	-3	14	6
Cc1cnn(-c2cc(N/N=C/c3ccccc3F)ncn2)c1	-3	64*	12	-4	6.0	-6	-1	-4	6
CCOC(=O)c1[nH]c2ccc(C)cc2c1N	6	-74	-11	-1	2.8	1	-2	5	4
COc1cc2c(cc1OC)CN(C(=O)C(CCSC)NS(=O)(=O)c1ccc(C)cc1)CC2 (stereo unspecified)	-1	-35	2	0	1.7	4	-2	17	-3
O=C(CNC1CCCCC1)Nc1ccc(Cl)cc1	-1	-4	11	-1	1.0	10	-3	-8	1

Four records drawn at random from those above, as already listed:
SMILES	APJ agonist	Mdm2 MdmX PPI	APJ antagonist	EBI2 antag	UPR CHOP act	CCR6 antag	CXCR6 inh	tim23-1 inh	UPR XBP1 act
CCOc1nc(Nc2ccccc2F)nc(OCC)n1	-1	1	1	-7	1.5	5	-3	14	-1
O=C(Nc1ccc(-c2ccco2)cc1)C1CCCN(Cc2ccc(CO)o2)C1 (stereo unspecified)	-4	8	-10	-2	-0.7	3	6	6	-4
CCOC(=O)c1[nH]c2ccc(C)cc2c1N	6	-74	-11	-1	2.8	1	-2	5	4
CCc1ccc(N(C(=O)CCC(=O)Nc2cc(C)on2)C(C(=O)NC2CCCC2)c2ccco2)cc1 (stereo unspecified)	0	7	-10	4	-0.2	18	9	15	-3
